Screening results (PubChem BioAssay)
Jurkat tox 60K: cytotoxicity toward Jurkat T cells, primary screen, cytotoxicity control, cell-based, Jurkat E6.1, 60K MLSMR library; 56,000 tested, 1.2% active; AID 463, 2006; inhibition, % at 4 µM; Jurkat E6.1 viability, ATP luminescence, 48 h;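 active = inhibition above the mean inhibition of all tested compounds plus 3 SD, cut at about 28% in these data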
HEK293 NFkB inh: inhibitors of PMA/ionomycin-induced NF-kB reporter, primary screen, antigen receptor NF-kB inhibitor project, cell-based, HEK-293 luciferase reporter, luminescence. HEK-293 NF-kB luciferase reporter. inhibition, % at 3 µM. 62,000 tested, 0.21% active;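 active = inhibition above the mean of all tested compounds plus 3 SD, cut at about 40% in these data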;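 note: 0% = stimulated DMSO wells and 100% = 10 µM reference inhibitor 5653914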
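Material: HEK-293 cells with stable firefly luciferase reporter driven by four HIV NF-kB elements / Also added: PMA plus ionomycin mix as NF-kB-activating stimulus / Compound dosing: 3 µM once, 0.30% DMSO / Times: 1 h pretreatment, 16 h stimulation, 37 °C / Signal: luminescence / Evaluation: per-plate % inhibition versus controls / Benchmarks: DMSO and 10 µM reference inhibitor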
M1 antagonist: antagonists of rat M1 muscarinic receptor. Muscarinic acetylcholine receptor M1 (Rattus norvegicus), P08482. CHO-M1 cells, Fluo-4 calcium, ACh EC80 antagonist mode; active compounds read low. 64,000 tested, 3.4% active. B-score at 10 µM;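 active = calcium fluorescence response, raw or row-and-column corrected B-score, differing from the plate sample mean either way at a set confidence level, mostly lower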
TNAP act mid DEA: human TNAP enzyme activators, primary screen, biochemical, luminescent, intermediate phosphate acceptor level | activation factor at 20 µM | purified TNAP, CDP-star luminescence, 100 mM DEA, 30 min; active compounds read high; scale: 0 levamisole-inhibited, 1 vehicle-only enzyme | 64,000 tested, under 10 active | Alkaline phosphatase, tissue-nonspecific isozyme (Homo sapiens), P05186;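 active = activation factor of at least 2 at 20 µM, relative to controls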
Target sequence (P05186 whole entry, looked up): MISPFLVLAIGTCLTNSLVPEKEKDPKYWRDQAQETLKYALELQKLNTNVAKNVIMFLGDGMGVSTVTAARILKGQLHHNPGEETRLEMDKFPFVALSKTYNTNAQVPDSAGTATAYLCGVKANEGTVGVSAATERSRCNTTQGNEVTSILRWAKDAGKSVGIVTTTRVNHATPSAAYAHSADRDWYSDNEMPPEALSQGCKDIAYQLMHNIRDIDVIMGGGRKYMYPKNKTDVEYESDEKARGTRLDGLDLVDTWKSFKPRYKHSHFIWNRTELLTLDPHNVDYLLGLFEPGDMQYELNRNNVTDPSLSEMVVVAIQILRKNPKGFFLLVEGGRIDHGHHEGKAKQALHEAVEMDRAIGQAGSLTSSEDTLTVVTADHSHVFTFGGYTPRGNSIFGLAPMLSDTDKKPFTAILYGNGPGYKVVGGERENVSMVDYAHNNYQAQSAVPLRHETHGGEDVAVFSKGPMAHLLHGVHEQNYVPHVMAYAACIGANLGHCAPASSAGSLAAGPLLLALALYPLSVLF
M1 agonist: M1 muscarinic receptor agonists, primary screen, CHO-M1 cells, Fluo-4 calcium, agonist mode; 64,000 tested, 3% active; B-score at 10 µM; Muscarinic acetylcholine receptor M1; AID 626, 2007; Fluo-4 calcium fluorescence; active compounds read high;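 active = fluorescence rise, raw or as B-score row- and column-corrected plate score, outside the 99.7% band of its plate's samples, either direction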
S1P3 agonist: human S1P3 receptor agonists, primary screen, cell-based, primary and confirmation, NFAT-BLA reporter; Sphingosine 1-phosphate receptor 3 (Homo sapiens), Q99500; S1P3 NFAT-BLA reporter cells, agonism, FRET ratio; relative to 1 µM S1P, basal subtracted; activation, % at 4.5 µM; 60,000 tested, 0.1% active; AID 373, 2006;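 active = activation above the screen-wide mean plus 3 SD, cut at about 4.5% in these data, passing the limit was not always enough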; note: some compounds called inactive have numbers as strong as hits
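Assay system: stable CHO line with human S1P3, Gα16, NFAT-BLA reporter; Detection: FRET β-lactamase substrate fluorescence, excitation 405 nm, 460/535 nm emission ratio, background-subtracted; Read-out: percent activation versus median 1 µM S1P response, basal-subtracted, per plate; Incubation: cells plated overnight, compound 4 h 37 °C, substrate 2 h RT.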
E coli RNAP: E. coli RNAP inhibitors, biochemical | DNA-directed RNA polymerase subunit beta (Escherichia coli (strain K12)), P0A8V2 | E. coli RNA polymerase, fluorescence transcription assay | inhibition, %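 (tested at 10 µM)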 | 62,000 tested, 0.2% active | AID 559, 2006; in the data active = inhibition above about 20%;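 note: 0% = enzyme without compound and 100% = no enzyme blank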
D1 allo mod: D1 CRE-luciferase signal change, two-sided – cell-based, HEK293 D1, dopamine EC30, D1 allosteric modulator project, primary screen; B-score at 10 µM; D(1A) dopamine receptor (Homo sapiens), P21728; 58,000 tested, 5.9% active; AID 641, 2007; dopamine EC30 potentiation; actives deviate in either direction;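 active = luminescence count or its row- and column-corrected plate score outside the 99.7% band of the plate's sample wells, on either side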
S1P1 ag pot: S1P1 agonists and agonism potentiators, primary screen, cell-based, primary and confirmation screens, CRE-bla reporter. activation, % at 9.5 µM. 56,000 tested, 0.57% active. AID 449, 2006. S1P1 CRE-bla cells, forskolin, beta-lactamase FRET, potentiator mode; S1P1 agonist co-added at EC20, 2 nM; 100% = saturating reference agonist, 0% = basal;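 active = activation above a cutoff set at the mean activation of all tested compounds plus 3 SD, cut at about 54% in these data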;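 note: forskolin at 4 µM as EC80 and the EC20 agonist is SEW2871; 100% = SEW2871 at its EC100 plus forskolin at EC80; some compounds past the cut are filed as inactive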
Target sequence (P21453 whole entry, looked up): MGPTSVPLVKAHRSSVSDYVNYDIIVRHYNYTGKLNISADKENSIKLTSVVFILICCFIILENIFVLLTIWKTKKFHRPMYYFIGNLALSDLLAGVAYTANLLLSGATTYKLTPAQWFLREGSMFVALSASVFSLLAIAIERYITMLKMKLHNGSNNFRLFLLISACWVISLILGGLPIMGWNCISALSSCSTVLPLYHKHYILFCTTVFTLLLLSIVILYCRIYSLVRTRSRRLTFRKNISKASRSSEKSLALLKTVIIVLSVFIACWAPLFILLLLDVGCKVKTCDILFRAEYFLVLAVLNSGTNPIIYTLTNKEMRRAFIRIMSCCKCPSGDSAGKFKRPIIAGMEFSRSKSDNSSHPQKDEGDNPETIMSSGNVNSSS
* marks the source's active call; other numbers are inactive results.

What do the screens show for `C=CCOc1ccc(/C(O)=C2/C(=O)C(=O)N(CCCN3CCOCC3)C2c2ccccc2)cc1` (configuration not stated)?
M1 antagonist: 0.84; TNAP act mid DEA: 1; M1 agonist: 0.0047; S1P3 agonist: -3.8; S1P1 ag pot: -3

How did COc1ccc(CCNc2oc(Cc3cccc4ccccc34)nc2C#N)cc1OC do in these assays?
Jurkat tox 60K: 8; HEK293 NFkB inh: -6; M1 antagonist: 0.29; TNAP act mid DEA: 0.9; M1 agonist: -0.0028; S1P3 agonist: -2.1; E coli RNAP: 3; D1 allo mod: 0.18; S1P1 ag pot: 8

What do the screens show for `CCOc1ccc2[nH]c(C)c(CN3CCCCC3)c(=O)c2c1`?
Jurkat tox 60K: -5; HEK293 NFkB inh: 1; M1 antagonist: 0.83; TNAP act mid DEA: 1; M1 agonist: -0.18; S1P3 agonist: -0.4; E coli RNAP: 8; D1 allo mod: -0.99; S1P1 ag pot: -12

What do the screens show for `CCOc1ccc(NC(=O)CN2C(=O)C3CC=CCC3C2=O)cc1` (configuration not stated)?
Jurkat tox 60K: -4; HEK293 NFkB inh: 5; M1 antagonist: 0.16; TNAP act mid DEA: 0.8; M1 agonist: -0.046; S1P3 agonist: -0.3; E coli RNAP: 7; D1 allo mod: 0.23; S1P1 ag pot: -1

What do the screens show for `CCOc1cc(C2CC(=O)Nc3cc(C)c(C)cc32)ccc1O` (configuration not stated)?
Jurkat tox 60K: -2; HEK293 NFkB inh: 14; M1 antagonist: 0.017; TNAP act mid DEA: 0.8; M1 agonist: -0.61; S1P3 agonist: -1.1; E coli RNAP: 7; D1 allo mod: 21*; S1P1 ag pot: 19

Results for CS(=O)(=O)Cc1nc2ccccc2oc1=O ?
Jurkat tox 60K: 17; HEK293 NFkB inh: 12; M1 antagonist: 0.65; TNAP act mid DEA: 1; M1 agonist: -1; S1P3 agonist: -1.2; E coli RNAP: 4; D1 allo mod: -0.77; S1P1 ag pot: -5

What do the screens show for `CCN(CC)S(=O)(=O)c1ccc2[nH]cc(C(=O)NCCc3ccccc3)c(=O)c2c1`?
HEK293 NFkB inh: 26; M1 antagonist: 0.49; TNAP act mid DEA: 1; M1 agonist: -0.17; E coli RNAP: 5

Results for CC1CCCN(C(=O)CN2C(=O)c3ccccc3C2=O)C1 (configuration not stated) ?
M1 antagonist: 0.49; TNAP act mid DEA: 0.9; M1 agonist: 0.66; E coli RNAP: 16; D1 allo mod: 0.019

What do the screens show for `Cc1cccc(C(=O)N2CCN(C(=O)c3cccc(C)c3)C(C)C2)c1` (configuration not stated)?
Jurkat tox 60K: 2; HEK293 NFkB inh: 0; M1 antagonist: -2.3; TNAP act mid DEA: 0.9; M1 agonist: 0.94; S1P3 agonist: -0.7; E coli RNAP: -8; D1 allo mod: -0.043; S1P1 ag pot: -2

Results for Cc1ccc(N2CCN(C(=S)c3ccc(N(C)C)cc3)CC2)cc1 ?
Jurkat tox 60K: -2; HEK293 NFkB inh: 9; M1 antagonist: -0.25; TNAP act mid DEA: 0.8; M1 agonist: 0.84; S1P3 agonist: 0.1; E coli RNAP: 6; D1 allo mod: -0.23; S1P1 ag pot: -15

What do the screens show for `C=CCn1c(CCNC(=O)c2ccccc2F)nnc1SCC(=O)Nc1nc(C)cs1`?
Jurkat tox 60K: -6; HEK293 NFkB inh: 4; M1 antagonist: -0.6; TNAP act mid DEA: 1; M1 agonist: 0.53; S1P3 agonist: 0.0; E coli RNAP: -9; D1 allo mod: -0.6; S1P1 ag pot: 1

How did CC1CCCCN1C(=O)CSc1nc2ccsc2c(=O)n1Cc1ccccn1 (configuration not stated) do in these assays?
HEK293 NFkB inh: 2; M1 antagonist: -0.58; TNAP act mid DEA: 0.9; M1 agonist: -0.54; E coli RNAP: 5; D1 allo mod: 0.28

Results for c1ccc2c(c1)nc(CN1CCOCC1)n1c3ccccc3nc21 ?
M1 antagonist: 0.031; TNAP act mid DEA: 0.9; M1 agonist: 4.2; S1P3 agonist: 2.8; E coli RNAP: 11; S1P1 ag pot: -22

Results for Clc1ccccc1-c1nnn(Cc2ccc(-c3nn[nH]n3)cc2)n1 ?
Jurkat tox 60K: -2; HEK293 NFkB inh: 12; M1 antagonist: 0.27; TNAP act mid DEA: 1; M1 agonist: 0.21; S1P3 agonist: -1.3; E coli RNAP: -6; D1 allo mod: 0.14; S1P1 ag pot: -20

Results for Cc1ccc2nc(CSc3nnc(-c4ccco4)n3-c3ccccc3)cc(=O)n2c1 ?
Jurkat tox 60K: 1; HEK293 NFkB inh: 14; M1 antagonist: 0.39; TNAP act mid DEA: 0.9; M1 agonist: 0.021; S1P3 agonist: -0.9; E coli RNAP: -11; D1 allo mod: 3.4; S1P1 ag pot: -32

What do the screens show for `CCNCCNC(=O)c1c(O)c2ccccc2n(CC)c1=O`?
Jurkat tox 60K: 5; HEK293 NFkB inh: 9; M1 antagonist: 0.34; TNAP act mid DEA: 0.9; M1 agonist: -0.049; S1P3 agonist: 0.6; E coli RNAP: 12; D1 allo mod: -0.19; S1P1 ag pot: -16

How did COC(=O)[C@H](CCSC)NC(=O)NCc1ccccn1 do in these assays?
Jurkat tox 60K: 1; HEK293 NFkB inh: 1; M1 antagonist: -0.67; TNAP act mid DEA: 0.9; M1 agonist: -0.019; S1P3 agonist: -0.3; E coli RNAP: 8; D1 allo mod: -0.32; S1P1 ag pot: -6

How did CCOC(=O)Cn1c(C)nc2ccccc21 do in these assays?
Jurkat tox 60K: 12; HEK293 NFkB inh: 0; M1 antagonist: 0.33; TNAP act mid DEA: 0.9; M1 agonist: -0.11; S1P3 agonist: -0.6; E coli RNAP: -1; D1 allo mod: 0.44

Results for O=c1cc[nH]c2c(C(F)(F)F)cccc12 ?
Jurkat tox 60K: 0; HEK293 NFkB inh: 3; M1 antagonist: 0.064; TNAP act mid DEA: 1; M1 agonist: -0.0022; S1P3 agonist: -0.9; E coli RNAP: -3; D1 allo mod: -0.96

Results for Cn1c(=O)[nH]c(=O)c2c1nc(N1CCCCCC1)n2Cc1cccc2ccccc12 ?
HEK293 NFkB inh: 18; M1 antagonist: 0.4; TNAP act mid DEA: 1; M1 agonist: -0.21; E coli RNAP: -1

Taken from the results shown for reference:
What do the screens show for `CCNCCNC(=O)c1c(O)c2ccccc2n(CC)c1=O`?
Jurkat tox 60K: 5; HEK293 NFkB inh: 9; M1 antagonist: 0.34; TNAP act mid DEA: 0.9; M1 agonist: -0.049; S1P3 agonist: 0.6; E coli RNAP: 12; D1 allo mod: -0.19; S1P1 ag pot: -16

How did COC(=O)[C@H](CCSC)NC(=O)NCc1ccccn1 do in these assays?
Jurkat tox 60K: 1; HEK293 NFkB inh: 1; M1 antagonist: -0.67; TNAP act mid DEA: 0.9; M1 agonist: -0.019; S1P3 agonist: -0.3; E coli RNAP: 8; D1 allo mod: -0.32; S1P1 ag pot: -6

More entries
How did CCS(=O)(=O)c1nc2ccccc2n1CC(=O)N1CCOCC1 do in these assays?
Jurkat tox 60K: 0; HEK293 NFkB inh: 10; M1 antagonist: -2.7*; TNAP act mid DEA: 0.9; M1 agonist: -0.86; S1P3 agonist: -0.8; E coli RNAP: 10; D1 allo mod: 0.22; S1P1 ag pot: 6

What do the screens show for `Cn1c(=O)c2c(nc(NC3CCCCC3)n2CC(=O)C23CC4CC(CC(C4)C2)C3)n(C)c1=O`?
Jurkat tox 60K: -13; HEK293 NFkB inh: 6; M1 antagonist: 0.49; TNAP act mid DEA: 1; M1 agonist: 1.7; S1P3 agonist: 0.8; E coli RNAP: 2; D1 allo mod: -0.017; S1P1 ag pot: -9

Results for CNC(=O)NC1CCCCc2sccc21 (configuration not stated) ?
Jurkat tox 60K: -2; HEK293 NFkB inh: 7; M1 antagonist: -1.8; TNAP act mid DEA: 1; M1 agonist: 0.24; S1P3 agonist: -0.3; E coli RNAP: 8; D1 allo mod: -0.059; S1P1 ag pot: -31

What do the screens show for `O=C(NCCCNC(=O)c1ccco1)c1ccco1`?
Jurkat tox 60K: -7; HEK293 NFkB inh: 6; M1 antagonist: 0.019; TNAP act mid DEA: 0.9; M1 agonist: 0.96; S1P3 agonist: -0.3; E coli RNAP: 9; D1 allo mod: -0.38; S1P1 ag pot: -15

Results for COc1ccc(N(CC(=O)NC2CCCCC2)S(=O)(=O)c2cccnc2)cc1 ?
Jurkat tox 60K: -2; HEK293 NFkB inh: 1; M1 antagonist: 0.82; TNAP act mid DEA: 1; M1 agonist: -0.016; S1P3 agonist: -0.1; E coli RNAP: 4; D1 allo mod: -0.22; S1P1 ag pot: -18

Results for O=C1C2C3CCCC3=C3CCCC3C2C(=O)N1c1cccc(Cl)c1 (configuration not stated) ?
Jurkat tox 60K: -2; HEK293 NFkB inh: 8; M1 antagonist: 0.18; TNAP act mid DEA: 0.9; M1 agonist: -0.53; S1P3 agonist: -0.7; E coli RNAP: 5; D1 allo mod: -0.28; S1P1 ag pot: -5

How did CCOc1ccc(NC(=O)Cn2nnc(-c3ccccc3NC(=O)C3CC3)n2)cc1 do in these assays?
Jurkat tox 60K: -1; HEK293 NFkB inh: 15; M1 antagonist: -0.34; TNAP act mid DEA: 0.8; M1 agonist: 0.055; S1P3 agonist: -2.2; E coli RNAP: 24*; D1 allo mod: -0.39; S1P1 ag pot: 2

How did CCOC(=O)NC(Nc1sc2c(c1C(N)=O)CCCC2)(C(=O)OCC)C(F)(F)F (configuration not stated) do in these assays?
M1 antagonist: 0.56; TNAP act mid DEA: 1.1; M1 agonist: -0.26; S1P3 agonist: -4.2; D1 allo mod: -0.49; S1P1 ag pot: 3

What do the screens show for `COc1ccc(NC(=O)c2cc(=O)c3ccccc3o2)cn1`?
Jurkat tox 60K: -4; HEK293 NFkB inh: 23; M1 antagonist: -0.094; TNAP act mid DEA: 1; M1 agonist: -0.55; S1P3 agonist: 0.1; E coli RNAP: 8; D1 allo mod: 0.85; S1P1 ag pot: -11

Results for Cc1cc2n(n1)C(c1ccccc1)Nc1ccccc1-2 (configuration not stated) ?
Jurkat tox 60K: 1; HEK293 NFkB inh: 25; M1 antagonist: 0.17; TNAP act mid DEA: 0.9; M1 agonist: 0.47; S1P3 agonist: -1.6; E coli RNAP: 6; D1 allo mod: 14*; S1P1 ag pot: -6

Results for COC(=O)c1cc(OC)c(OC)cc1NC(=O)c1ccccc1 ?
Jurkat tox 60K: 9; HEK293 NFkB inh: 15; M1 antagonist: -1.5; TNAP act mid DEA: 0.9; M1 agonist: -0.91; S1P3 agonist: -1.9; E coli RNAP: -9; D1 allo mod: 0.56; S1P1 ag pot: -46
